p47phox inh: p47phox/p22phox peptide binding inhibitors, primary screen, biochemical, uHTS, NADPH oxidase regulatory subunit; Neutrophil cytosol factor 1 (Homo sapiens), P14598; inhibition, % at 24.7 µM; fluorescence polarization, 2 h; 220,000 tested, 0.53% active;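 active = inhibition above about 30%, limit read from the data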;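 also: 0% = p47phox with labelled peptide and 100% = labelled peptide alone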
Target sequence (P14598 whole entry, looked up): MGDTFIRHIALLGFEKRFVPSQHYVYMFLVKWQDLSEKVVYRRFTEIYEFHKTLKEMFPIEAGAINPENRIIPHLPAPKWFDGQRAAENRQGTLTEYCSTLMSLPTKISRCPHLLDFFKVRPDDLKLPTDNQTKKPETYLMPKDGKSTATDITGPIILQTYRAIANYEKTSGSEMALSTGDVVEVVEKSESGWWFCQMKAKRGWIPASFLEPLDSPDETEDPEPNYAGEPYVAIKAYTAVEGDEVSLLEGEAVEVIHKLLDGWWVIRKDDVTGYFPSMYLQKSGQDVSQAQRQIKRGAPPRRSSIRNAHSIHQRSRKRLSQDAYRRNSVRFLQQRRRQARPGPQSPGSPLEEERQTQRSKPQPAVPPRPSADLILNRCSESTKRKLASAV
L929 necroptosis: inhibitors of zVAD-triggered necroptosis, primary screen, L929 cells. 220,000 tested, 0.38% active. L929 zVAD necroptosis rescue, ATP luminescence, 24 h; with zVAD 60 µM. AID 1377, 2008. viability rescue, % at 10 µM;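 active = activation, scaled between plate controls, above about 75%, limit read from the data; inactive = activation under that limit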;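 also: 0% = zVAD with DMSO and 100% = DMSO alone without zVAD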
TbHK1 inh: Trypanosoma brucei hexokinase 1 inhibitors, primary screen, biochemical, G6PDH-coupled NADH absorbance, MLSCN library | recombinant TbHK1, G6PDH-coupled NADH A340 | 220,000 tested, 0.11% active | AID 1430, 2008 | hexokinase 1 [Trypanosoma brucei] | inhibition, % at 10 µM;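 active = inhibition of 50% or more in the single-dose primary screen; inactive = inhibition below 50%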
MDM2 E3 inh: MDM2-luciferase reporter signal enhancers, primary screen, MDM2 E3 ligase inhibitor project, cell-based, luminescence, 1536-well; E3 ubiquitin-protein ligase Mdm2 (Homo sapiens), Q00987; signal enhancement, % at 5 µM; 210,000 tested, 0.11% active; cell-based MDM2 ubiquitination luciferase reporter, 2 h; 0 = plate control, 100 = twice control, blank-subtracted;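 active = signal enhancement of 30% or more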;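 also: luminescence tracks abundance of the self-degrading MDM2-luciferase fusion protein; higher signal means inhibition of MDM2 E3 ligase activity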
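Buffer or medium: Cells held in DMEM | Assay system: Stable mammalian line carrying autodegrading MDM2–luciferase fusion reporter | Quantity: 2000 cells/well | Times: 4 h settle plus 2 h compound, 37 °C | Doses: One concentration, 5 µM, with 0.2% DMSO | Technique: Luminescence with SteadyLite reagent, 15 min at room temperature | Benchmarks: Plate controls and plate blanks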
Runt-SMMHC FRET: inhibitors of RUNX1 Runt–CBFb-SMMHC binding, primary screen, biochemical, FRET, Cerulean-Runt, Venus-CBFb-SMMHC, uHTS. Cerulean-Runt/Venus-CBFb-SMMHC FRET ratio 530/480, 1 h. 220,000 tested, 0.74% active. inhibition, % at 20 µM;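 active = mean inhibition across duplicate retests at 20 µM reaching about 50%, limit read from the data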;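 also: 0% = DMSO wells and 100% = wells with excess untagged CBFb-SMMHC; inhibitors lower the FRET ratio by blocking Runt binding to CBFb-SMMHC; some results filed as inactive read as strong as hits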
Runt-CBFb FRET: inhibitors of RUNX1 Runt–CBFb binding, primary screen, biochemical, FRET, Cerulean-Runt, Venus-CBFb, uHTS | Runt-related transcription factor 1 (Homo sapiens) + Core-binding factor subunit beta … | Cerulean-Runt/Venus-CBFb FRET ratio 530/480, 1 h | inhibition, % at 20 µM | 220,000 tested, 0.46% active | AID 1496, 2009;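 active = inhibition over about 50% at 20 µM in the single-dose screen, limit read from the data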;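 also: 0% = DMSO wells and 100% = excess unlabeled CBFb competitor control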
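Assay system: Cerulean-Runt domain fusion protein, energy donor; Signal: fluorescence energy transfer, 422 nm excitation, 530/480 nm emission; Timing: 1 h compound exposure, room temperature; Control set: unlabeled CBFb; Medium: Tris buffer pH 7.5 with salts and BSA; Compound: single test concentration of 20 µM, 1% DMSO final; Probe or stimulus: Venus-CBFb 100 nM.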
14-3-3 Bad PPI: inhibitors of 14-3-3 zeta/Bad binding, primary screen, biochemical, TR-FRET, bovine 14-3-3 zeta; 14-3-3 protein zeta/delta (Bos taurus), P63103; TR-FRET 14-3-3zeta/Dy647-pBad peptide displacement, 1 h; inhibition, % at 21.7 µM; 220,000 tested, 0.71% active;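 active = inhibition above about 70%, limit read from the data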;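 also: 0% = full 14-3-3 plus peptide FRET controls and 100% = background without 14-3-3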
EBV gp42 block: Epstein-Barr virus gp42 inhibitors, primary screen, biochemical, uHTS, fluorescence polarization | Glycoprotein 42 (Epstein-Barr virus (strain AG876)), Q1HVG2 | Fluorescence polarization binding assay, mP read-out | inhibition, % (tested at 21.74 µM) | 220,000 tested, 0.42% active | AID 1085, 2008; in the data active = inhibition above about 50%
Hck-Nef inh: inhibitors of Nef-activated human Hck kinase, primary screen, biochemical, Z-Lyte FRET, 384-well, Hck-YEEI; AID 463187, 2010; Recombinant Hck-YEEI plus Nef, Z-Lyte FRET kinase assay; inhibition, % at 20 µM; 220,000 tested, 0.68% active;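 active = Hck-Nef kinase inhibition above about 50%, limit read from the data; inactive = inhibition below that limit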;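 also: 0% = DMSO with Hck plus Nef and 100% = Hck alone without Nef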
Target sequence (P08631 whole entry, looked up): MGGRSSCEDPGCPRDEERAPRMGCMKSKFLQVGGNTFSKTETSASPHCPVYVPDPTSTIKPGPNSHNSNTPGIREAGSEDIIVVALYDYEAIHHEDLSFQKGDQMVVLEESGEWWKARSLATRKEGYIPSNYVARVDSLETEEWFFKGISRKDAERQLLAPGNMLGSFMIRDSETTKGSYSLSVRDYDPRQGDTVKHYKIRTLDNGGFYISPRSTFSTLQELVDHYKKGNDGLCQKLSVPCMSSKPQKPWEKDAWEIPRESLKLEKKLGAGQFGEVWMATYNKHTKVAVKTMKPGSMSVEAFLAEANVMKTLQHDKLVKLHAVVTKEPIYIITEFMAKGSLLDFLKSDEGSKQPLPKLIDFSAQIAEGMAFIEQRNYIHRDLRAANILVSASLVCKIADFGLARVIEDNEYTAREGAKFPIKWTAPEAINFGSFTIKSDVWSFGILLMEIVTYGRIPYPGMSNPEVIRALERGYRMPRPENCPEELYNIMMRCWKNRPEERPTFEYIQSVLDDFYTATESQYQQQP
An asterisk follows results filed as active; nt = not tested or not shown; [ ] = remark or other dose.

SMILES	p47phox inh	L929 necroptosis	TbHK1 inh	MDM2 E3 inh	Runt-SMMHC FRET	Runt-CBFb FRET	14-3-3 Bad PPI	EBV gp42 block	Hck-Nef inh
O=C(Cn1cc(C(=O)c2cccs2)c2ccccc21)NCC1CCCO1 (configuration not stated)	-8.1	0.2	-30.7	-14.8	-4.4	0.4	6.4	-16.0	0.5
CCOC(=O)C1CCN(C(=O)Cn2cc(C(=O)C3CC3)c3ccccc32)CC1	-1.9	0.7	8.9	0.2	1.9	1.5	-2.2	-3.6	13.4
C=CCn1c(NCc2ccccc2)nc2ccccc21	-6.0	-0.3	4.7	-15.8	-5.0	-2.5	-2.6	-19.5	3.0
O=C(Nc1ccc(S(=O)(=O)N2CCOCC2)cc1)c1cccnc1	-7.1	-0.1	-7.5	-14.9	1.1	3.3	-9.0	-10.1	3.5
COC(=O)CCCC1=CC2=CC(=O)C(C)(OC(=O)c3cccs3)C(=O)C2=CN1C1CC1 (configuration not stated)	-9.8	-0.1	-31.2	16.4	0.5	1.4	-9.7	-3.9	16.7
COc1ccc(-c2nc(N)nc(C(F)(F)F)c2-c2cscn2)c(O)c1	-17.0	0.7	-4.9	-3.4	0.7	2.4	1.6	-17.0	15.2
O=C(CSc1nc2ccccc2o1)N1CCCC1	-16.4	-0.4	3.5	0.3	-1.1	-1.5	-4.1	-11.8	-6.6
CC1CC(c2ccccc2)n2nc(N3C(=O)c4ccccc4C3=O)nc2N1 (configuration not stated)	-3.4	0.4	4.8	-6.2	-0.6	-4.5	-5.0	-1.6	-0.4
Cc1ccccc1-n1cc(C(=O)c2cc(Cl)ccc2O)cc(C#N)c1=O	-17.8	0.4	-16.4	9.8	5.4	-0.8	-12.7[fluorescence artefact?]	-8.5	5.4
COC(=O)C(C)Sc1nc2c(c(=O)n(C)c(=O)n2C)n1Cc1cccc(C)c1 (configuration not stated)	5.8	-0.4	-0.6	-6.0	-9.2	-2.8	-5.5	-10.8	1.7
O=C(CN1CCN(c2nc(-c3ccc(F)cc3)cs2)CC1)NCc1ccc2c(c1)OCO2	-38.9	0.2	-3.5	-17.9	0.2	-0.6	-13.4	-6.4	1.3
CCCC1C2C(=O)N(c3ccccc3OC)C(=O)C2ON1c1ccccc1 (configuration not stated)	-2.5	1.0	-6.4	-5.5	0.0	-1.8	-2.8	-3.0	-0.6
CCOC(=O)N1CCC(NC(=O)c2ccc3c(c2)sc2nc(-c4cccc(OC)c4)cn23)CC1	13.3	11.1	-11.4	-23.3	-3.1	5.1	75.0*	-26.2	26.8
CCOCCn1c(CN2CCN(c3cccc(Cl)c3)CC2)nc2c1c(=O)n(C)c(=O)n2C	-25.3	-0.8	-21.4	-11.3	-0.9	-5.4	-2.4	-8.6	0.8
Cc1[nH]nc2c1C(c1ccc(-c3ccccc3C#N)o1)C(C#N)=C(N)O2 (configuration not stated)	-7.6	-0.9	-19.4	-9.8	4.2	4.4	-0.8	-1.5	15.4
NC(=O)COC(=O)c1ccc(Cl)c(S(=O)(=O)N2CCN(c3ccc(F)cc3)CC2)c1	6.6	-0.4	2.8	-93.5	0.9	-2.4	-3.1	-6.8	12.8
O=C(N/N=C\c1ccc(-c2cccc(Cl)c2)o1)C(=O)NC1CCCC1	-2.1	3.6	-10.3	0.7	3.2	0.5	-2.2	-4.5	21.4
COc1cccc(/C=N/NC(=O)C(=O)Nc2ccccc2OC(F)(F)C(F)F)c1	0.8	1.2	-4.4	-17.4	-6.1	-1.2	4.5[fluorescence artefact?]	1.2	-1.1
OC(C#CCN1CCOCC1)(c1ccccc1)C1CC1 (configuration not stated)	-13.8	0.1	-1.3	-12.1	-1.5	-3.2	39.1	0.0	-0.7
CCCNC(=S)Nc1ccc(Cl)cc1C	-9.1	-0.6	1.5	-5.8	2.2	0.7	-18.2[fluorescence artefact?]	-17.8	1.2
CC(CN1CCOCC1)(NS(=O)(=O)c1ccccc1)c1ccccc1 (configuration not stated)	-7.8	0.0	-7.1	-6.1	-5.9	-0.7	-4.2	-17.6	0.9
CCOc1ccc(NC(=O)CSc2nc3c([nH]c4ccccc43)c(=O)n2C)cc1	11.0	0.4	-6.0	-27.9	4.2	-0.2	3.8	5.1	-7.3
Cc1ccccc1CS(=O)(=O)Cc1ccc(C(=O)NCc2ccco2)o1	-13.4	0.9	-3.4	1.3	-3.6	-0.1	6.1	-12.2	4.0
COC(=O)c1sccc1NC(=O)CCC1CCCCC1	-1.9	0.1	5.7	-2.0	-2.9	-2.8	-3.5	-5.0	6.7
CCC(C)Nc1nc2c(c(=O)n(C)c(=O)n2C)n1Cc1ccc(Cl)cc1 (configuration not stated)	-9.9	0.1	5.3	-23.7	-4.9	1.3	-3.1	-5.5	28.1
SMILES	p47phox inh	L929 necroptosis	TbHK1 inh	MDM2 E3 inh	Runt-SMMHC FRET	Runt-CBFb FRET	14-3-3 Bad PPI	EBV gp42 block	Hck-Nef inh
Cc1cc(NC(=O)c2ccc(N3CCCC3)c([N+](=O)[O-])c2)no1	-2.1	0.0	6.1	-12.9	-2.0	-0.7	-13.0	-3.6	21.5
O=C(O)CCCNS(=O)(=O)c1ccc(F)cc1	-9.4	-0.1	-4.1	-10.7	2.4	4.7	6.6[fluorescence artefact?]	-8.3	-0.5
COc1ccc(-n2nc(C(=O)NCC(=O)NCC3COc4ccccc4O3)c3ccccc3c2=O)cc1 (configuration not stated)	-3.0	0.7	-4.4	-13.8	-2.1	-0.1	-11.4	-14.4	-9.8
COc1ccc(-c2noc(CN(C)Cc3ccc(C)o3)n2)cc1	-0.8	1.1	2.7	-6.0	3.4	-0.1	-16.6	-2.5	1.1
O=C(Cn1nc(C(=O)O)c2ccccc2c1=O)c1cc(F)ccc1F	-15.9	-0.8	0.2	-14.9	0.0	-1.3	-2.2	-2.6	-27.1
CCOC(=O)N1CCC(N2CCCC(C(=O)c3ccc4cc(OC)ccc4c3)C2)CC1 (configuration not stated)	-3.5	0.7	-15.5	-2.7	3.0	-1.2	4.1	-1.0	17.4
CC(C)n1nc(C(=O)OCn2nnc3ccccc3c2=O)c2ccccc2c1=O	-11.5	2.2	-3.8	-13.3	0.4	-3.4	20.4	4.1	2.0
CCc1ccc(/C=N/NC(=O)c2cc(-c3cccc([N+](=O)[O-])c3)n[nH]2)cc1	4.3	-0.2	-23.4	-5.5	-2.3	-0.8	7.8	8.8	2.4
COCCCN(CC(=O)Nc1ccc(N2CCOCC2)cc1)S(=O)(=O)c1ccc(C)cc1	-123.5	0.9	-5.5	-7.2	1.2	-1.3	-12.7	-1.8	20.9
CCOc1ccc(C(=O)Nc2cccc(-c3nc4cccnc4o3)c2)cc1Cl	-1.2	6.1	-0.4	-43.7	-3.5	-2.6	44.5[fluorescence artefact?]	-16.9	3.0
COc1ccc2c(Cn3cnc4cc([N+](=O)[O-])ccc4c3=O)cc(=O)oc2c1	-30.4	-1.0	-21.9	-18.0	0.4	7.3	3.2	-5.7	20.6
COc1ccccc1Oc1coc2c(CN3CCN(C)CC3)c(O)ccc2c1=O	-4.6	0.2	-26.9	-6.3	2.8	1.3	6.4	-8.7	2.6
N#Cc1c2n(c3c(-c4ccccc4)ncnc13)CCC2	4.7	0.2	-3.2	-14.9	-3.0	-1.6	-8.4	1.9	-0.4
CC(C)(C)C1CCc2onc(C(=O)Nc3cccc(O)c3)c2C1 (configuration not stated)	-6.4	0.0	-3.6	-12.5	0.7	4.6	-5.8	-7.0	-2.0
COc1ccc(CNC(=O)CSc2cc(=O)n(C)c3ccccc23)cc1	-4.5	2.1	-12.3	-10.3	0.0	0.4	-14.2	-8.9	22.5
CSc1nnc(-c2ccc(NC(=O)CCc3ccccc3)cc2)n1C	-6.7	0.2	2.5	1.7	4.9	-4.4	7.1[fluorescence artefact?]	-37.8	1.6
O=C(CSc1ccccc1)NCc1cccnc1	-10.9	0.9	-6.8	-0.3	3.7	-0.6	7.7	-17.3	-0.1
COc1ccc(C2C(C(=O)N3CCN(c4ccccc4)CC3)c3ccccc3C(=O)N2C)cc1 (configuration not stated)	-13.3	-0.3	-2.7	-28.5	-2.1	-5.0	13.9	-14.8	-1.2
CCOc1ccccc1OCC(=O)Nc1nnc(C)s1	9.4	0.4	-0.6	-23.1	2.6	0.7	-7.2	2.4	-0.5
CCN1CCN(S(=O)(=O)c2cccs2)CC1	-4.1	-0.2	20.9	-21.8	-1.3	0.0	-3.5	-9.5	-9.7
CC(C)(C)NC(=O)NC(=O)Cn1ccsc1=N	-5.6	-0.1	-2.9	nt	-1.6	1.4	56.6	-45.5	-0.2
CCCc1cc(-c2nc(-c3ccc(Br)cc3)cs2)ccn1	-12.0	0.7	4.3	-8.2	-2.0	-1.6	3.2	-9.3	-2.4
Cc1cc(C)cc(NC(=S)NCc2ccc3[nH]c4c(c3c2)CCCC4)c1	12.1	nt	-2.3	nt	-0.3	-0.6	-0.1	0.0	-2.0
COc1ccccc1OCC(=O)Sc1ccc(C)cc1	2.4	-0.3	4.8	-6.9	-0.4	-5.3	-9.1	-12.0	1.9
O=c1oc2ccccc2cc1-c1cn2ccccc2n1	-6.6	29.4	-12.3	-78.4	6.7	4.2	-10.5	-2.3	29.4
Cn1cc(/C=C2/SC(=O)N(CC(=O)Nc3ccc4c(c3)OCO4)C2=O)c2ccccc21	-46.4	0.7	19.4	-10.0	-234.5	-87.2	21.5	-49.8	2.8
O=C1CC(c2ccccc2)=NN1c1ccc([N+](=O)[O-])cc1	-0.6	18.9	-14.6	5.1	-3.7	-7.6	6.4	1.3	14.9

3 entries from above, bar-delimited.
canonical_smiles | p47phox inh | L929 necroptosis | TbHK1 inh | MDM2 E3 inh | Runt-SMMHC FRET | Runt-CBFb FRET | 14-3-3 Bad PPI | EBV gp42 block | Hck-Nef inh
O=c1oc2ccccc2cc1-c1cn2ccccc2n1 | -6.6 | 29.4 | -12.3 | -78.4 | 6.7 | 4.2 | -10.5 | -2.3 | 29.4
Cn1cc(/C=C2/SC(=O)N(CC(=O)Nc3ccc4c(c3)OCO4)C2=O)c2ccccc21 | -46.4 | 0.7 | 19.4 | -10.0 | -234.5 | -87.2 | 21.5 | -49.8 | 2.8
O=C1CC(c2ccccc2)=NN1c1ccc([N+](=O)[O-])cc1 | -0.6 | 18.9 | -14.6 | 5.1 | -3.7 | -7.6 | 6.4 | 1.3 | 14.9

High-throughput results from PubChem.
